# TRPML3 agonist: human TRPML3 channel agonists, primary screen, cell-based, HEK293 TRPML3-YFP, Fluo-8 calcium fluorescence, 3 µM. Mucolipin-3 (Homo sapiens), Q8TDD5. 100% = the carbachol control signal. activation, % at 3 µM. 0.29% of 220,000 active. AID 1448, 2008;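 active = activation above its plate's cutoff, the mean activation of the plate's test wells plus 3 SD, cut at about 12% in these data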;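 also: 0% = DMSO only wells and 100% = carbachol wells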
#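 Material: HEK293 cells stably carrying human TRPML3-YFP; compound dosing: single dose, 3 µM final nominal compound, 0.3% DMSO final; incubation: 1-h 37 °C dye load, 5-s basal, 120-s post-compound reads; technique: Fluo-8 intracellular calcium fluorescence, excitation 470-495 nm, emission 515-575 nm; read-out basis: percent activation from peak-to-basal fluorescence ratio, scaled between DMSO and carbachol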
# Calpain2 inh: inhibitors of pig calpain II, primary screen, biochemical, fluorogenic peptide substrate, 1536-well; purified calpain II, 30 min; inhibition, % at 16 µM; 0.37% of 220,000 active;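 active = inhibition above about 50%, limit read from the data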
# thrombin 1536: human alpha-thrombin inhibitors, primary screen, counter-screen for coagulation protease inhibitor project, biochemical, 1536-well, fluorogenic AMC substrate. inhibition, % at 5 µM. Prothrombin (Homo sapiens), P00734. 0.26% of 220,000 active. Boc-VPR-AMC fluorogenic substrate cleavage. AID 1046, 2008;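 active = inhibition at or above 40%; inactive = inhibition below 40%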;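 also: 0% = enzyme with no compound and 100% = wells without enzyme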
#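 Test system: human alpha-thrombin protein / Dosing: one concentration per compound, 5 µM, with 0.2% DMSO / Medium: pH 7.5 Tris-saline with Tween 20 / Benchmarks: no-compound enzyme wells and no-enzyme blanks / Read-out basis: percent inhibition of thrombin substrate cleavage / Timing: reaction at room temperature / Measured by: fluorescence, ex 355 nm, em 460 nm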
# TbHK1 inh: Trypanosoma brucei hexokinase 1 inhibitors, primary screen, biochemical, G6PDH-coupled NADH absorbance, MLSCN library | inhibition, % at 10 µM | recombinant TbHK1, G6PDH-coupled NADH A340 | 0.11% of 220,000 active | AID 1430, 2008;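 active = inhibition of 50% or more in the single-dose primary screen; inactive = inhibition below 50%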
# zfTRPN1 agonist: zebrafish TRPN1 channel agonists, primary screen, cell-based, HEK293, calcium fluorescence; AID 1424, 2008; HEK293 zebrafish TRPN1-YFP, Fluo-8 calcium fluorescence; 100% = response to 87 µM carbachol; activation, % at 3 µM; 0.18% of 220,000 active; transient receptor potential cation channel N1 (TRPN1/NompC), Danio rerio;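 active = activation above its plate's cutoff, the mean activation of test wells on that plate plus 3 SD, cut at about 19% in these data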;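 also: 0% = DMSO alone and 100% = 87 µM carbachol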
#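 Assay system: Zebrafish TRPN1-YFP in HEK293 cells | Incubation: Dye loading 1 h at 37 °C, then 30 min room temperature | Measured by: Kinetic Fluo-8 fluorescence, ex 470-495, em 515-575 nm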
# EBV gp42 block: Epstein-Barr virus gp42 inhibitors, primary screen, biochemical, uHTS, fluorescence polarization | 0.42% of 220,000 active | inhibition, % (tested at 21.74 µM) | Fluorescence polarization binding assay, mP read-out; in the data active = inhibition above about 50%
# Target sequence (Q1HVG2 whole entry, looked up): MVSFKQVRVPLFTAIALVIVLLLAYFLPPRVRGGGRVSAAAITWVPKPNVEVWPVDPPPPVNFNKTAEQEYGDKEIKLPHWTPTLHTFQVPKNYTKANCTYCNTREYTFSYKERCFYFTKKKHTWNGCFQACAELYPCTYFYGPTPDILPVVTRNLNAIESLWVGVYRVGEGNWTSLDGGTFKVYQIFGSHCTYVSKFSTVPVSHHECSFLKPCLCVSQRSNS
# Furin inhibitor: human furin inhibitors, primary screen, biochemical, fluorescence intensity | P09958 | purified furin, fluorogenic substrate cleavage | inhibition, % at 30 µM | 0.061% of 220,000 active; in the data active = inhibition above about 25%; also: inactives centre near -15
# Target sequence (P09958 108-714 limits assumed): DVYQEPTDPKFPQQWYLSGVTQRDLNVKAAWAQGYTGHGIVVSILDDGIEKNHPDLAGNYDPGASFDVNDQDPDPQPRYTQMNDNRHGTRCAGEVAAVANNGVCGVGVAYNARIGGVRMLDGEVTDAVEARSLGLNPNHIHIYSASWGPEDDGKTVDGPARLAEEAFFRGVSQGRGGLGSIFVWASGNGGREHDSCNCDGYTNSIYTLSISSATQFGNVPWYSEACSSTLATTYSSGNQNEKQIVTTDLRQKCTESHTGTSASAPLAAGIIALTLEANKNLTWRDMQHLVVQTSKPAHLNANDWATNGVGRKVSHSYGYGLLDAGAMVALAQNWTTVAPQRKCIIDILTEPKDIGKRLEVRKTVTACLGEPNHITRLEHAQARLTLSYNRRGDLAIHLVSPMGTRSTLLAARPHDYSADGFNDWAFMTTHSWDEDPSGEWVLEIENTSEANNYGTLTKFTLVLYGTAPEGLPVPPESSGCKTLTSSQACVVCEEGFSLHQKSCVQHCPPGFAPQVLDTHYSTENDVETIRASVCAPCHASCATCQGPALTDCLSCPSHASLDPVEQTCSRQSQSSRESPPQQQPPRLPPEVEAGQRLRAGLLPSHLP
# KCC2 mod: KCC2 cotransporter modulators, thallium flux, primary screen, cell-based, HEK293 KCC2, FluoZin-2 fluorescence, MLSMR; KCC2 cells, thallium flux FluoZin-2 fluorescence; Solute carrier family 12 member 5 (Homo sapiens), Q9H2X9; 2.2% of 190,000 active; B-score of Tl+ flux slope (higher = more flux/activation; lower = inhibition) at 10 µM;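 active = thallium flux slope and its plate-corrected score both differing from the plate sample mean at a set confidence after two filtering rounds, in either direction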;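 also: slope of fluorescence scaled to starting intensity during 10 to 20 s after thallium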
# PPC-1+TRAIL kill: compounds killing PPC-1 cancer cells with TRAIL present, primary screen, TRAIL potentiator project, ATPLite luminescence, uHTS | PPC-1 cells + TRAIL, ATPLite viability luminescence | cell killing (% activity), % at 4 µM | 0.41% of 220,000 active;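 active = cell killing above 50% in the first pass at 4 µM, then a duplicate retest at 5 µM averaging 50% or more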;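 also: plate controls were cells with TRAIL plus DMSO for no effect and medium-only wells lacking cells for full effect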
# An asterisk follows results filed as active; i = inactive; nt = not tested or not shown; [ ] = remark or other dose.
# Values run as follows: TRPML3 agonist, Calpain2 inh, thrombin 1536, TbHK1 inh, zfTRPN1 agonist, EBV gp42 block, Furin inhibitor, KCC2 mod, PPC-1+TRAIL kill
Cc1[nH]c2ccccc2c1SCC(=O)NC1CCCCC1
→ 0.5, 8.4, -8.6, -1.9, -0.6, -0.1, -13.4, 0.692, 3.2
CNCC(=O)Nc1c(C)n[nH]c1C
→ 0.7, 17.3, -2.6, -2.4, 1.3, -4.8, -16.0, 0.732, -1.9
CC1CCN(C(=O)C2CCN(S(=O)(=O)c3cccc4nonc34)CC2)CC1
→ 0.1, 17.4, -6.7, -5.1, 0.8, -13.4, -15.4[20 µM], -0.495, -11.4
Cc1ccc(CNc2nc(N)c([N+](=O)[O-])c(NCc3ccccc3)n2)cc1
→ 1.7, 33.3, 1.7, 8.9, 1.4, -14.3, 5.7, 0.367, 21.2
CS(=O)(=O)N1CCC(Oc2ccccc2C(=O)NC2CCCCCC2)CC1
→ 4.7, 16.0, 7.9, -0.4, -0.6, -5.9, -15.2, 0.0345, 12.9
O=C(C[n+]1ccccc1)Nc1nc2ccccc2s1
→ 0.5, -12.7, -7.4, -1.4, 0.6, -13.9, -25.2, -0.0959, -0.8
Clc1ccc(-c2cn3cccnc3n2)cc1
→ 0.2, i, -9.8, -29.9, 0.5, -5.8, -25.9[20 µM], 0.563, 5.7
Cc1ccc2cc3cc(C(=O)N4CC(C)CC(C)C4)oc3nc2c1 (stereo not drawn)
→ -1.1, 7.6, -0.6, -25.0, -1.5, -4.5, -17.6[20 µM], -0.0463, 22.7
NS(=O)(=O)c1ccc(CNC(=S)NC2CCCC2)cc1
→ 1.2, -7.9, -1.7, 0.6, 0.7, -10.9, -18.5, 1.53, 31.3
Cc1ccc(S(=O)(=O)Cn2nnnc2C(C)N2CCN(C(=O)c3ccco3)CC2)cc1 (stereo not drawn)
→ 1.5, -6.3, -4.2, 32.1, 0.4, 7.6, -10.3, 0.553, 4.0
C=Cc1cccc(NC(=O)COc2ccccc2)c1
→ 0.1, -35.5, -13.0, 7.5, -1.3, -4.8, -18.9[20 µM], 0.00743, -6.8
COc1ccc(O)c(CNn2c(-c3ccc(Br)cc3)nc3ccccc3c2=O)c1
→ 0.6, 21.4, 10.4, 9.9, 0.3, -55.2, -2.3, 0.0797, 34.1
Fc1ccccc1Cn1nnc2c(NCc3ccccn3)ncnc21
→ -0.1, -10.4, -1.8, -6.0, 0.6, -22.5, -20.8, 1.05, -2.6
c1ccc(CNc2ncnc3nc[nH]c23)cc1
→ 0.8, -4.4, 0.1, -16.6, 0.4, -4.1, -23.1[20 µM], 0.342, 1.3
CC(C)[C@@H]1NC(=O)c2cc([N+](=O)[O-])cc(I)c2NCCCC[C@@H](C(=O)NC(CC(=O)O)C(N)=O)NC(=O)[C@H](CO)NC1=O (stereo partly drawn)
→ 0.3, -30.7, 0.2, -10.6, 2.4, -4.2, -10.5, -0.212, 24.1
O=C(O)CCC(=O)NNC(=O)CCC(=O)NCc1ccccc1
→ 0.6, 19.0, 2.6, -3.3, 0.5, -12.9, -4.5[20 µM], nt, 6.8
CCOCCCNC(=O)Cn1ncc2c(=O)oc3ccccc3c21
→ 0.4, -1.7, -2.0, -8.4, 0.9, -16.0, -21.1, 0.364, 16.9
COc1ccc(CCNC(=O)c2cc(-c3ccco3)on2)cc1OC
→ 0.1, -8.4, -0.3, -4.3, 0.2, -9.0, -25.5, -0.0863, 7.7
Cn1cccc1C(=O)Nc1nccs1
→ 0.1, 7.5, -0.1, -2.6, 0.8, -5.0, -16.4, 1.36, -2.5
CC(C)C[C@H](NC(=O)Nc1cccc(Br)c1)C(=O)O
→ 0.0, 3.3, 1.2, 18.9, -0.5, -13.2, -21.7, 0.0466, 5.7
COc1ccc(/C=N/NC(=S)Nc2ccccc2)cc1
→ -0.8, -1.9, 1.7, -25.8, -1.1, -8.2, -16.3, 9.05*, 23.4
CCCc1[nH]nc2c1C(c1ccc(OCCN3CCOCC3)c(OC)c1)C(C#N)=C(N)O2 (stereo not drawn)
→ 1.1, -10.0, -2.4, -4.3, 0.8, -18.1, -21.0, -0.937, -3.1
COc1cccc(NC(=O)Nc2nnc(CC(=O)Nc3ccccc3)s2)c1
→ 0.6, -45.8, -7.0, -2.7, 1.8, -17.6, -14.6, 0.0141, 5.7
Clc1ccc(CN2CCN(/N=C/c3cccnc3)CC2)cc1
→ 1.1, -14.6, 11.1, -9.0, 0.6, -19.5, -21.3, 0.524, -6.9
Nc1cc[n+](CC(=O)Nc2ccccc2)cc1
→ 0.9, -9.1, -0.4, 1.6, 2.0, -21.7, -10.4, nt, 1.7
COc1ccc2[nH]c(=O)c(CN(C)C(=O)COc3ccccc3)cc2c1
→ 0.6, -86.7, 3.4, -12.9, 0.8, -8.1, -32.0, 0.569, 2.5
Cc1cccc(C(=O)Nc2ccc(NC(=O)Cc3ccc(Cl)cc3)cc2)c1
→ 1.4, -10.7, -1.9, -6.5, -1.0, -3.1, -12.4, 1.44, 18.1
CC1(C)Cc2nc3sc4c(OCc5ccccc5)ncnc4c3cc2CO1
→ 1.0, -3.2, -1.6, 0.0, 1.6, -2.1, -14.8, 0.0363, -2.2
O=C(Nc1ccc(F)cc1)C(Sc1nnc2ccccn12)c1ccccc1 (stereo not drawn)
→ 0.0, 1.9, -5.7, -0.5, -1.7, 2.1, -1.7, 0.0775, 27.9
CC(C)(C)NC(=O)c1ccncc1
→ 1.3, -36.3, 0.0, -7.4, -1.1, -20.7, -5.2[20 µM], -1.32, 7.9
Cc1ccccc1/C(N)=N/O
→ 0.2, -7.8, -12.4, -30.4, -1.7, 5.8, -6.2, -1.04, -5.7
Cc1cc(C(=O)NCCCc2ccccc2)no1
→ 0.3, -33.2, -4.3, 3.5, 0.2, 0.3, -28.6[20 µM], 0.774, 16.8
O=c1[nH]c(SCc2ccccc2Cl)nc2c1CCCC2
→ 0.1, 19.0, -5.1, 5.4, -0.1, 2.3, -35.3[20 µM], nt, 19.1
Cc1ccccc1-n1c(=O)n(Cc2ccccc2)c(=O)c2[nH]cnc21
→ -0.1, 21.3, 21.8, -0.3, -0.9, -39.5, -11.6, 0.091, 3.0
CCN(C(=O)CSc1nnc(NCc2ccccc2)s1)C1CCS(=O)(=O)C1 (stereo not drawn)
→ 0.8, -25.3, 0.7, -2.3, 0.3, -0.3, -24.1, 0.148, nt
Cc1onc(-c2ccccc2)c1C(=O)NCc1cccnc1
→ 0.5, -3.3, -1.4, 0.0, -0.3, -15.6, -24.9, 0.793, 24.3
Cc1cc(C)nc(NS(=O)(=O)c2ccc(NC(=O)Cn3c(=O)oc4ccccc43)cc2)n1
→ 0.1, -12.3, -3.0, -6.2, -0.6, 0.8, -15.8, 0.557, 13.2
N#CCCN(C1CCCCC1)S(=O)(=O)c1cccc2nsnc12
→ 1.0, 13.9, -5.1, -11.8, -1.1, -5.4, -14.7, 0.0196, 22.6
S=C(NCc1ccccc1)NNc1ccccc1
→ 0.1, -13.7, -1.6, -9.3, -0.5, 9.9, -18.3, -0.0504, -6.9
OC1(c2cccc(C(F)(F)F)c2)CCN(Cc2nnnn2Cc2ccccc2)CC1
→ 0.4, -2.5, -3.3, -4.7, 0.8, -11.6, -15.2, -0.514, 0.6
Cc1cc2n(n1)C(c1c[nH]c3ccccc13)Nc1ccccc1-2 (stereo not drawn)
→ -0.4, -20.7, 1.2, -0.7, -1.2, -5.7, -10.0, 0.11, 3.4
COc1ccc(C(C(=O)NC(C)(C)C)N(Cc2ccccc2)C(=O)CCC(=O)Nc2cc(C)on2)cc1 (stereo not drawn)
→ 1.1, -9.8, -1.4, -1.0, -1.3, -3.5, -21.2, -0.796, 8.2
CC1(C)OC(=O)N(Cc2ccco2)C1(C)O (stereo not drawn)
→ 0.3, -3.9, 1.8, 0.7, 0.8, 0.1, -22.8, 0.824, 16.6
COc1ccc(-c2nn(-c3ccccc3C)cc2CNCc2cccnc2)cc1F
→ 0.5, 39.3, -9.5, 4.4, 0.9, 1.9, -12.4, 1.18, -3.9
O=C(c1cc(COc2ccc3ncccc3c2)on1)N1CCCCCC1
→ 4.6, 2.9, -1.0, 0.2, 11.1, 3.7, -13.6, -1.73, 13.8
CC(=O)Nc1ccc(C(=O)OCc2ccc(F)cc2)cc1
→ 0.3, -7.8, nt, 0.5, -1.0, -8.3, -13.7, -2.15, 46.0
C#Cc1ccc([C@H]2C=C(C(=O)N3CCN(Cc4ccc5c(c4)OCO5)CC3)O[C@@H](OCc3ccc(CO)cc3)C2)cc1
→ -0.5, -21.5, -1.2, -12.3, 1.9, -20.3, -29.5, 0.0491, 4.8
Cc1ccc(C(=O)NNC(=O)C2CCN(S(=O)(=O)c3ccc(Cl)cc3)CC2)cc1
→ 0.5, -0.1, 0.3, -1.4, 0.3, -8.6, -28.0, -0.184, -7.0
CC1=[N+]([O-])C(C)(C)CC(C)(C)c2ccccc21
→ 0.6, -16.1, -3.1, 0.1, 0.1, -0.5, -19.2, 0.439, 5.1
COc1cc(/C=N/n2c(-c3cc(C)[nH]n3)n[nH]c2=S)cc(OC)c1OC
→ 0.1, 22.3, -8.8, -8.9, 0.6, -1.9, -2.1, -0.949, -1.7
C/C(=N\Oc1cccc(F)n1)c1ccc(Cl)cc1Cl
→ 0.6, 2.0, 4.8, 2.4, -0.5, -6.6, -7.1[20 µM], 0.179, 9.0
O=C(CCC(=O)N1CCOCC1)c1ccc(F)cc1
→ 1.6, -26.1, 6.1, 6.0, 1.3, -6.0, -29.2, -0.037, 20.2

# Screening data deposited in PubChem BioAssay by several laboratories.
